From PubChem BioAssay
Fluor 339 460 = intrinsic fluorescence of library compounds, ex339/em460 – biochemical, MLSMR library, data from DPM-DC assay, artefact control, profiling panel; hit rate 5.5% among 65,000; compound autofluorescence, ex339/em460 nm, NADH buffer; stronger effect = higher value; 1 = no-compound wells, NADH background; fluorescence fold increase at 10 µM; AID 709;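 active = at 10 µM, mean starting fluorescence two-fold or more over control wells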;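 note: signal is the first read of a kinetic run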
MMP-13 inhibitor = MMP13 (human) collagenase inhibition; hit rate 0.07% among 65,000; P45452; AID 570; MMP-13 fTHP FRET cleavage, Mca fluorescence; inhibition, % at 4 µM;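 active = inhibition above the mean of compound-free control plate wells plus 3 SD, cut at about 14% in these data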;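 note: 0% = DMSO wells and 100% = wells with reference MMP-13 inhibitor after basal subtraction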
HTR1E antagonist = blocks the human 5-HT1E serotonin receptor; P28566; CHO 5-HT1E Ga15 NFAT-bla reporter, FRET, antagonist; inhibition, % at 6 µM; hit rate 0.99% among 65,000; AID 571;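 active = inhibition above a set limit, the mean inhibition across every tested compound plus 3 SD, cut at about 29% in these data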;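 note: signal is the 460 over 535 nm emission ratio of beta-lactamase substrate; 0% = agonist plus DMSO wells and 100% = wells without agonist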
Target sequence (P28566 whole entry, looked up): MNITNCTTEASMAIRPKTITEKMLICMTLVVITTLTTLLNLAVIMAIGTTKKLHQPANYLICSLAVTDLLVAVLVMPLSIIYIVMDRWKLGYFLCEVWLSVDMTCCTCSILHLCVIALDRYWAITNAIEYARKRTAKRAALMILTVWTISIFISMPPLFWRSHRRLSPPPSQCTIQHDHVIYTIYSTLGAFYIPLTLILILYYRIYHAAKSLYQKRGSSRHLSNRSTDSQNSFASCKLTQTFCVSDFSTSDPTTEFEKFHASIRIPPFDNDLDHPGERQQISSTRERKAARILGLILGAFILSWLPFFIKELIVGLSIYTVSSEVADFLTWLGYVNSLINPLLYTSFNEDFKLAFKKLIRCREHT
S1P1 ag pot = S1P1 (human) agonism or agonism potentiation; P21453; S1P1 CRE-bla cells, forskolin, beta-lactamase FRET, potentiator mode; S1P1 agonist co-added at EC20, 2 nM; 100% = saturating reference agonist, 0% = basal; activation, % at 9.5 µM; hit rate 0.57% among 56,000;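 active = activation above a cutoff set at the mean activation of all tested compounds plus 3 SD, cut at about 54% in these data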;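 note: forskolin at 4 µM as EC80 and the EC20 agonist is SEW2871; 100% = SEW2871 at its EC100 plus forskolin at EC80; some compounds past the cut are filed as inactive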
Target sequence (P21453 whole entry, looked up): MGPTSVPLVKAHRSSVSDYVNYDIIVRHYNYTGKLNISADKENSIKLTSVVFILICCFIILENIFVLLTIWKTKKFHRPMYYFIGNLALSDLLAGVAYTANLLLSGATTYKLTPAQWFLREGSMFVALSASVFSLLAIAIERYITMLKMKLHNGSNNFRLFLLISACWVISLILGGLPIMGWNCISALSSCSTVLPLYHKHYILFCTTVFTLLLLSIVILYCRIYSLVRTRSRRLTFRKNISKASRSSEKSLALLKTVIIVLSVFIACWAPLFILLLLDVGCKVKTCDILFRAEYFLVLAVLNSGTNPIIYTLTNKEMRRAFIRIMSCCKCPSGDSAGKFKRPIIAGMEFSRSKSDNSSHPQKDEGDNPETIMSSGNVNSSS
Abs 340nm = compounds absorbing at 340 nm. 65,000 tested, under 10 active. AID 708. fold change at 10 µM. compound absorbance at 340 nm, fold over control;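 active = at 10 µM dose, initial 340 nm absorbance at least 2 fold that of control wells; inactive = change under 2 fold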;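 note: initial absorbance extrapolated from kinetic A340 decline of NADH oxidation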
5HT1E ag = activates the human 5-HT1E serotonin receptor. P28566. CHO 5-HT1E Ga15 NFAT-bla reporter, FRET; 0% DMSO wells, 100% control agonist wells. activation, % at 6 µM. hit rate 0.69% among 65,000;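 active = activation above a set limit, the screen-wide mean activation plus 3 SD, cut at about 8.5% in these data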;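 note: 100% = positive control agonist at 1 µM giving full maximal response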
S1P3 ag = S1P3 (human) receptor agonism. Q99500. S1P3 NFAT-BLA reporter cells, FRET ratio; relative to 1 µM S1P, basal subtracted. activation, % at 4.5 µM. hit rate 0.1% among 60,000;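 active = activation above the screen-wide mean plus 3 SD, cut at about 4.5% in these data, passing the limit was not always enough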; note: some compounds called inactive have numbers as strong as hits
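Benchmarks: high control 1 µM S1P / System: stable CHO line with human S1P3, Gα16, NFAT-BLA reporter / Dosing: single compound concentration, 4.5 µM final / Timing: 4 h compound at 37 °C, 2 h substrate at RT / Measured by: FRET β-lactamase substrate fluorescence, excitation 405 nm, 460/535 nm emission ratio, background-subtracted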
5-HT1A blocker = antagonists of human 5-HT1a serotonin receptor; P08908; CHO 5-HT1a Ga15 NFAT-bla reporter, antagonist mode; inhibition, % at 10 µM; hit rate 0.68% among 62,000;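 active = inhibition above the mean of all tested compounds plus 3 SD, cut at about 43% in these data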;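 note: receptor stimulated by 5-CT agonist at 100 nM near EC80; beta-lactamase reporter measured by ratiometric fluorescence of a cleavable substrate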
Her2 expr inh = lowers expression of human Her2 kinase; hit rate 0.69% among 65,000; HER2 level % of control, % at 10 µM; SKBR-3 HER2 protein level, AlphaScreen, 18-24 h; stronger effect = lower value; P04626;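 active = HER2 level under 5% of the carrier-only control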;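 note: 100% = DMSO carrier and 0% = 500 nM PU-H71 HSP90 inhibitor; lower value means stronger loss of Her2 protein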
Starred values were filed as active, the others as inactive; i = inactive; · = not tested or not shown; [ ] = remark or other dose.

[1] Cc1ccc(-c2nc(C#N)c(NCCc3ccccn3)o2)cc1
[2] CCOC(=O)c1c(C)[nH]c(NC(=O)Nc2c(C)n(C)n(-c3ccccc3)c2=O)c1C
[3] CC(Nc1ncnc2nc[nH]c12)c1ccccc1 (configuration not stated)
[4] Cc1cc2c(cc1C)NC(c1c(C)n(C)n(-c3ccccc3)c1=O)C1=C(CC(C)(C)CC1=O)N2 (configuration not stated)
[5] COCCCNC(=O)CCCOc1ccccc1
[6] CCOC(=O)c1cc2n(n1)C(C(F)(F)F)CC(C)N2 (configuration not stated)
[7] CCOCCn1c(SCCCc2ccccc2)nc2c1c(=O)[nH]c(=O)n2C
[8] CCOC(=O)N1CCC(Nc2c(Nc3cccc(CC)c3)c(=O)c2=O)CC1

| assay / entry | 1 | 2 | 3 | 4 | 5 | 6 | 7 | 8 |
| --- | --- | --- | --- | --- | --- | --- | --- | --- |
| Fluor 339 460 | 2.6* | 1.1 | 1.1 | 2.6* | 1.2 | 1 | 1.1 | 1.1 |
| MMP-13 inhibitor | -36 | 2 | -2 | 1 | -6 | 3 | 5 | -2 |
| HTR1E antagonist | 4 | 7 | 7 | -2 | -6 | 3 | 10 | 12 |
| S1P1 ag pot | -19 | · | -7 | · | -23 | · | · | 19 |
| Abs 340nm | 1 | 1 | 1 | 1.1 | 1 | 1 | 1 | 1.1 |
| 5HT1E ag | -0.1 | -0.2 | -0.1 | 0.0 | -0.1 | -0.2 | -0.6 | -1.0 |
| S1P3 ag | -0.4 | -0.9 | -0.6 | · | 0.1 | -0.2 | · | -1.0 |
| 5-HT1A blocker | 8 | 0 | 2 | 15 | -54 | -18 | -16 | 28 |
| Her2 expr inh | 71 | 86 | 93 | 107 | 99 | 98 | 114 | 56 |

4 entries from above in a different format:
Results follow in this order: Fluor 339 460, MMP-13 inhibitor, HTR1E antagonist, S1P1 ag pot, Abs 340nm, 5HT1E ag, S1P3 ag, 5-HT1A blocker, Her2 expr inh
[6] CCOC(=O)c1cc2n(n1)C(C(F)(F)F)CC(C)N2 (configuration not stated)
  1, 3, 3, ·, 1, -0.2, -0.2, -18, 98
[1] Cc1ccc(-c2nc(C#N)c(NCCc3ccccn3)o2)cc1
  2.6*, -36, 4, -19, 1, -0.1, -0.4, 8, 71
[8] CCOC(=O)N1CCC(Nc2c(Nc3cccc(CC)c3)c(=O)c2=O)CC1
  1.1, -2, 12, 19, 1.1, -1.0, -1.0, 28, 56
[7] CCOCCn1c(SCCCc2ccccc2)nc2c1c(=O)[nH]c(=O)n2C
  1.1, 5, 10, ·, 1, -0.6, ·, -16, 114

Continued.
[9] CCc1cc(=O)oc2c(CN3CCN(C)CC3)c(O)c(Cl)cc12
[10] CCN1CCN(C(C(=O)NC2CCCC2)c2ccc(Cl)cc2)CC1 (configuration not stated)
[11] C=CCNc1nnc(C)c2ccccc12
[12] CCOC(=O)CSc1nnc(CNC(=O)c2ccc(OC)cc2)n1C1CCCCC1
[13] CN(C)c1ccc(C=Nc2cnn(C)c2C(N)=O)cc1
[14] COc1ccc2c(c1)c(=O)cc(C)n2CC(=O)NCc1ccco1
[15] O=C(Cn1nc(Cc2cccnc2)c2ccccc2c1=O)NCC1COc2ccccc2O1 (configuration not stated)
[16] CCc1[nH]nc2c1C1(C(=O)N(Cc3ccccc3)c3ccccc31)C(C#N)=C(N)O2 (configuration not stated)

| assay / entry | 9 | 10 | 11 | 12 | 13 | 14 | 15 | 16 |
| --- | --- | --- | --- | --- | --- | --- | --- | --- |
| Fluor 339 460 | 2.5* | 1.1 | 1.1 | 1.1 | 1.2 | 1.2 | 1.1 | 1.1 |
| MMP-13 inhibitor | i[fluorescence artefact?] | -2 | 4 | -4 | 4 | -5 | -1 | 2 |
| HTR1E antagonist | -1 | -2 | -2 | 2 | -2 | -7 | 8 | -1 |
| S1P1 ag pot | -5 | -9 | 4 | -7 | 10 | -5 | 11 | · |
| Abs 340nm | 1 | 1 | 1 | 1 | 1.2 | 1 | 1.1 | 1.1 |
| 5HT1E ag | 2.0 | 0.8 | -0.1 | -0.2 | -1.2 | 0.3 | 1.0 | 0.3 |
| S1P3 ag | -2.6 | -0.6 | -0.9 | 0.0 | -2.1 | 0.9 | -0.8 | 0.4 |
| 5-HT1A blocker | · | -4 | 1 | -2 | · | 2 | 8 | -3 |
| Her2 expr inh | 120 | 97 | 100 | 98 | 83 | 158 | 99 | 81 |

[17] COc1ccc2[nH]c(=O)c(CN(Cc3ccccc3)Cc3nnnn3CC3CCCO3)cc2c1 (configuration not stated)
[18] Cn1c(=NC(=O)c2ccco2)sc2cccc(F)c21
[19] O=C(Nc1ccc2c(c1)OCO2)OCc1ccccc1
[20] O=C(Nc1ccc(Cl)cc1)C1CC=CCC1C(=O)OCC(F)(F)C(F)F (configuration not stated)
[21] O=C(NC1CCCC1)c1cc(-c2cccs2)on1
[22] CCCc1cc(=O)n2[nH]c(Cc3ccccc3)nc2n1
[23] Nc1nonc1C(=O)NC(c1ccccc1)c1ccccc1
[24] CC(C)(C)n1nc2c(c1NC(=O)CCCc1ccccc1)CS(=O)C2 (configuration not stated)

| assay / entry | 17 | 18 | 19 | 20 | 21 | 22 | 23 | 24 |
| --- | --- | --- | --- | --- | --- | --- | --- | --- |
| Fluor 339 460 | 2.3* | 1.9 | 1 | 1 | 1.1 | 1 | 1.1 | 1.1 |
| MMP-13 inhibitor | -31 | -9 | 9 | -8 | 1 | -2 | 7 | 3 |
| HTR1E antagonist | 3 | -10 | 0 | 15 | -2 | -1 | 1 | -1 |
| S1P1 ag pot | -6 | -8 | · | 0 | -24 | · | -8 | 8 |
| Abs 340nm | 1.1 | 1.3 | 0.99 | 0.98 | 0.96 | 1 | 1.1 | 1 |
| 5HT1E ag | 0.1 | 1.9 | -1.0 | 0.1 | -0.7 | 0.5 | -0.3 | -0.3 |
| S1P3 ag | 0.1 | 0.3 | 0.0 | 0.2 | -1.1 | -0.6 | -0.8 | -2.7 |
| 5-HT1A blocker | -4 | -3 | -2 | 2 | 24 | -2 | 15 | -12 |
| Her2 expr inh | 97 | 27 | 87 | 100 | 68 | 81 | 114 | 111 |

[25] CCC(C(=O)Nc1nc(C)cs1)c1ccccc1 (configuration not stated)
[26] CCOCCOC(=O)C1=C(C)N(C)C(=O)NC1c1cc(Cl)c(O)c(OC)c1 (configuration not stated)
[27] CN(C)Cc1c(O)ccc2occ(C(O)c3ccccc3)c12 (configuration not stated)
[28] C=CCn1c(Cc2csc(N)n2)nnc1SCC(=O)OCC
[29] O=c1c2cccnc2[nH]c(=S)n1CCC1=CCCCC1
[30] S=C(c1ccc(N2CCOCC2)cc1)N1CCOCC1
[31] CCOC(=O)c1c(NC(=O)CCC(=O)NCc2ccco2)sc2c1CCCC2
[32] COC(=O)Cc1cc(=O)n(-c2nc3ccccc3s2)[nH]1

| assay / entry | 25 | 26 | 27 | 28 | 29 | 30 | 31 | 32 |
| --- | --- | --- | --- | --- | --- | --- | --- | --- |
| Fluor 339 460 | 1.1 | 1.1 | 1 | 1 | 1 | 1.1 | 1.3 | 1.1 |
| MMP-13 inhibitor | 1 | 0 | -1 | -3 | 3 | -2 | -6 | 6 |
| HTR1E antagonist | -9 | 13 | -10 | -5 | 2 | 1 | -10 | 10 |
| S1P1 ag pot | · | -18 | · | -13 | 6 | 6 | 7 | 21 |
| Abs 340nm | 1 | 0.98 | 1 | 0.97 | 1 | 1.1 | 1 | 1 |
| 5HT1E ag | -0.8 | 0.3 | 0.4 | -0.2 | 0.2 | -0.4 | -0.1 | -0.6 |
| S1P3 ag | · | -0.2 | -0.1 | 0.2 | -0.6 | 0.0 | -0.7 | 0.1 |
| 5-HT1A blocker | 7 | 3 | -3 | -2 | -13 | -1 | 8 | 4 |
| Her2 expr inh | 134 | 53 | 90 | 124 | 83 | 145 | 104 | 113 |

(more compounds)
nr	canonical_smiles	Fluor 339 460	MMP-13 inhibitor	HTR1E antagonist	S1P1 ag pot	Abs 340nm	5HT1E ag	S1P3 ag	5-HT1A blocker	Her2 expr inh
33	COc1cc(NC(=O)C2CCCN2C(=O)OCc2ccccc2)cc(OC)c1 (configuration not stated)	1.1	2	-11	-24	1	0.6	0.3	-5	90
34	O=C(CSc1nnc(-c2cccs2)n1-c1ccccc1)N1CCCC1	1	-5	3	-30	1	0.3	0.0	17	100
35	COc1cccc(N2C(N)=NC(N)=NC2(C)C)c1	0.98	3	-6	-37	0.99	0.4	-0.2	3	122
36	CCOc1ccc(-n2c(-c3ccco3)n[nH]c2=S)cc1	1.2	2	-8	16	0.99	-0.2	-0.8	9	150
37	O=C1NC(=O)C(CC(=O)N(Cc2ccco2)C2(C(=O)NC3CCCC3)CCCCC2)N1 (configuration not stated)	1	-3	-4	·	1	0.1	·	9	120
38	O=C(Nc1nnc(CCN2CCCCC2)s1)C1CCCCC1	0.99	-5	-15	2	0.99	0.2	0.1	-15	88
39	O=C(Cn1cnc2c(nnn2-c2ccccc2)c1=O)N1CCC(Cc2ccccc2)CC1	1.1	2	-1	-1	1	0.6	-1.2	6	115
40	CCC1(c2ccccc2)NC(=O)N(CC(=O)Nc2ccc3c(c2)OCO3)C1=O (configuration not stated)	1.1	1	-3	0	0.98	-0.5	-0.9	-1	100
41	C=CCNc1nc(NCCO)nc(N2CCCC2)n1	1.1	6	-2	·	1.1	0.3	-0.7	-7	113
42	CCN1C(=O)C(C(=O)Nc2ccc(OC)cc2)C2CC1(C)Oc1ccccc12 (configuration not stated)	1	-4	-2	3	0.98	-0.4	-2.0	-1	93
43	CCOc1ccccc1C1C(C(=O)Nc2ccccc2OC)=C(C)Nc2nc(CCCO)nn21 (configuration not stated)	1.3	0	-5	-34	1	1.1	-0.3	-8	90
44	O=C(COc1ccc(Cl)cc1Cl)NC(=O)N1CCCCC1	1	14*	13	-30	1	-0.3	-1.3	-17	83
45	CC1(C)CC(NC(=O)C2CCCCC2C(=O)O)CC(C)(C)N1 (configuration not stated)	1.1	1	4	2	1	0.5	-1.0	1	136
46	CN=C1SC(CC(=O)Nc2sc(C)c(C)c2C(=O)OC)C(=O)N1C (configuration not stated)	1.1	-13	5	-3	1	-1.1	-0.8	0	77
47	O=C(CSC1CCCCC1)Nc1nccs1	1	4	7	3	0.99	0.0	-0.7	7	86
48	CC(=O)N1CCN(c2ccc(Oc3nc(-c4ccccc4)nc4ccccc34)cc2)CC1	1	0	23	1	1	0.2	-0.8	-8	69
49	CCN1CSC(=S)N(Cc2ccc(OC)cc2)C1	1.1	7	8	·	1	-0.8	·	-12	-12*
50	COCCN1CN(S(=O)(=O)c2ccccc2)c2nc3ccccc3nc21	1.2	-6	-3	8	1	0.6	0.3	-6	66
51	CCn1c(=O)cc(OCC(=O)Nc2ccccc2N2CCN(C)CC2)c2ccccc21	0.91	0	5	-59	1.1	4.3	0.4	-3	96
52	COC(=O)c1ccc(C(=O)OC)c(NC(=O)c2oc(C)nc2C)c1	1.8	-1	2	-20	1	-0.4	-1.1	10	116
53	COC(=O)c1cc2occc2n1CC(=O)Nc1ccc(OC)c(OC)c1OC	1	5	-10	·	1	0.1	·	2	96
